OXTR potentiator: potentiates the human oxytocin receptor response; 320,000 compounds, 0.061% hits; P30559; activation, % at 3 µM; CHO-OTR cells, Fluo-8 calcium fluorescence, potentiator mode; 0% = oxytocin EC15, 100% = EC100;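 active means activation above that plate's cutoff, the mean activation of tested compounds plus 3 SD, cut at about 6.6% in these data, passing the limit was not always enough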;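 further: 100% uses oxytocin at 75 nM as the full agonist control; some results filed as inactive read as strong as hits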
Target sequence (P30559 whole entry, looked up): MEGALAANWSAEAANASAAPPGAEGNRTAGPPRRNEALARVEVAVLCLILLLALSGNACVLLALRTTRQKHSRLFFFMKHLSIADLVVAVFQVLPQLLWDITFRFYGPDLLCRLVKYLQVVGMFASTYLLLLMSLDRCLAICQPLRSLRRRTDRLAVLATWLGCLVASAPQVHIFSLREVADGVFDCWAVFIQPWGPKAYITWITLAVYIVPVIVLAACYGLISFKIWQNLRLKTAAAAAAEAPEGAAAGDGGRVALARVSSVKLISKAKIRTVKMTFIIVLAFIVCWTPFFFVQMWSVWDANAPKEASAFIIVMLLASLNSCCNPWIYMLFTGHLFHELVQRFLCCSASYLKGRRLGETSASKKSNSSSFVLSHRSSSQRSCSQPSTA
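Measured by – Fluo-8 calcium dye fluorescence · Test system – human OTR in CHO cells · Dosing – one concentration, 3.0 µM compound · Controls – EC15 oxytocin alone as 0%, 75 nM oxytocin as 100% · Evaluation – normalized max/min fluorescence ratio, % activation · Timing – 6 min pre-incubation, 100 s read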
M18AAP inhibitor: blocks P. falciparum M18 aspartyl aminopeptidase | recombinant PfM18AAP, H-Glu-NHMec fluorogenic cleavage | inhibition, % at 7.35 µM | 290,000 compounds, 1.2% hits;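 active means inhibition above the campaign mean inhibition over all tested compounds plus 3 SD, cut at about 28% in these data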;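 further: 0% = plate median of test compound wells and 100% = 2 mM ZnCl2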
MEKK2wt PB1 HTS: raises or lowers MEK5 binding to wildtype human MEKK2 PB1 domain; Q9Y2U5; binding response (% of control), % at 10 µM; bead flow cytometry, Alexa488-MEK5 binding to MEKK2 WT; actives lie on both sides; 290,000 compounds, 1.1% hits; in the data active means binding response below about 67% or above about 130%
GPR7 antag: antagonists of human GPR7 (neuropeptides B/W receptor 1) | P48145 | GPR7-expressing cells, fluorescence antagonist assay | inhibition, % at 4.4 µM | 290,000 compounds, 1.1% hits; in the data active means inhibition above about 16%, passing the limit was not always enough;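 further: cells stimulated with the agonist NPW; 0% = agonist with vehicle and 100% = vehicle without agonist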
Target sequence (P48145 whole entry, looked up): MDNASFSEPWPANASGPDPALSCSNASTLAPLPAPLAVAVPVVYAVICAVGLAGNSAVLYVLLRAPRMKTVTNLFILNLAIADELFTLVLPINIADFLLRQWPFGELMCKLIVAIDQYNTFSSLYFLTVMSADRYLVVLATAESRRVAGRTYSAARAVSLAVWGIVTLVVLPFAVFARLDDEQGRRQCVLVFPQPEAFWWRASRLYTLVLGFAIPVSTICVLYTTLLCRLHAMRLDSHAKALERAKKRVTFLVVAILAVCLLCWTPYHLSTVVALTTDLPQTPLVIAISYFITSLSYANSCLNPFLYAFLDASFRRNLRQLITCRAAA
GalR3 antagonist: blocks the human galanin receptor 3 | inhibition, % at 3 µM | HEK293 GalR3-CNG cAMP membrane potential fluorescence; galR3 body fused to GalR1 C-terminus | 360,000 compounds, 0.44% hits;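 active means inhibition above the screen-wide average plus 3 SD, cut at about 13% in these data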;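 further: forskolin and galanin both at EC90 stimulate the cells; cAMP rise reported by CNG channel membrane potential dye signal; 0% = forskolin plus galanin with DMSO and 100% = forskolin alone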
Target sequence (O60755 1-299 limits assumed): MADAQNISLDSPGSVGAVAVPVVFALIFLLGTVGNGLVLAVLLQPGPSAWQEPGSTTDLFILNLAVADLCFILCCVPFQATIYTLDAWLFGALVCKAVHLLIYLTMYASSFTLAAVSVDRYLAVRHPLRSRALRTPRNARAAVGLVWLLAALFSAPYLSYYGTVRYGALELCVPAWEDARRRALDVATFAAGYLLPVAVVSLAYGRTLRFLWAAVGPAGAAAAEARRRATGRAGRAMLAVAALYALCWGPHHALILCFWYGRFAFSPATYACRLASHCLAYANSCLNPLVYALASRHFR
OXTR ag: agonists of human oxytocin receptor. activation, % at 3 µM. CHO-OTR cells, Fluo-8 calcium fluorescence; normalized: DMSO 0%, oxytocin 100%. AID 2435. 320,000 compounds, 0.32% hits;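 active means activation above the mean of all tested compounds plus 3 SD, cutoff set per screening run, cut at about 20% in these data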;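 further: peak over basal fluorescence ratio from a 100 s FLIPR kinetic read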
MEKK2mut PB1 HTS: signal of MEK5 binding to mutant human MEKK2 PB1 domain; bead flow cytometry, Alexa488-MEK5 binding to MEKK2 mutant; 290,000 compounds, 0.35% hits; percent response, % at 10 µM; in the data active means percent response above about 24%, passing the limit was not always enough; further: inactives centre near 1; some results filed as inactive read as strong as hits
NALP1 inh: blocks the NALP1 inflammasome reconstituted in yeast | AID 2071 | 280,000 compounds, 0.61% hits | S. cerevisiae NALP1/ASC/caspase-1 growth, X-gal OD620, 72 h | inhibition, % at 10 µM; in the data active means inhibition mostly above about 24%, no sharp cut-off; inactive means mostly below about 32%; further: some compounds called inactive have numbers as strong as hits
V1aR counter: activates human V1a receptor in oxytocin agonist counter-screen; P37288; CHO-V1R cells, Fluo-8 calcium fluorescence, agonist mode; 0% DMSO, 100% 3 nM vasopressin; activation, % at 3 µM; 320,000 compounds, 0.25% hits; AID 2797;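 active means activation above the mean activation of all tested compounds plus 3 SD, per screening run, cut at about 20% in these data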;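 further: signal is peak over basal fluorescence ratio across a 100 second FLIPR read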
* hit, by the source's call; nt = not tested or not shown.

SMILES	OXTR potentiator	M18AAP inhibitor	MEKK2wt PB1 HTS	GPR7 antag	GalR3 antagonist	OXTR ag	MEKK2mut PB1 HTS	NALP1 inh	V1aR counter
Cc1c(C(=O)Nc2ccccn2)oc2c(Cl)cccc12	-7.8	nt	nt	nt	-6.3	-3.3	nt	nt	-1.3
NS(=O)(=O)c1ccc(NC(=O)/C=C/c2ccc3c(c2)OCO3)cc1	-2.6	0.7	89.0	-5.7	-1.5	-0.7	-7.0	-21.1	0.3
CCOc1ccc(C(=O)NCCc2ccccc2)cc1	-4.3	1.5	98.0	22.7	-10.2	-2.1	-1.0	2.8	-0.8
CCc1ccc(N=C2NC(=O)/C(=C/c3cc(Br)c(OCC(=O)O)c(OC)c3)S2)cc1	7.7	-0.6	100.0	-16.6	-5.8	0.1	13.0	25.5	0.9
CCNc1c2c(nc3ccccc13)CC(C)(C)CC2=O	-9.2	3.7	105.0	-10.9	-8.1	-0.1	8.0	-0.9	1.0
COc1ccccc1C(=O)Nc1ccnn1C1CCN(CCCc2ccccc2)CC1	-3.2	-11.7	100.0	-17.4	-8.7	2.5	1.0	21.9	3.2
CN(C)CCCNC(=O)C(=O)NCC1CCCO1 (configuration not stated)	-12.9	-9.6	105.0	-9.1	2.3	0.6	5.0	4.8	0.6
CC1CCCC(NC(=O)COC(=O)CCC2CCCC2)C1C (configuration not stated)	-1.9	-6.2	100.0	-12.4	-2.6	-1.4	4.0	-18.3	-1.8
CN(C)CCCn1c(=O)n(Cc2ccccc2)c(=O)c2c3c(sc21)CCCCC3	-13.3	-7.5	116.0	4.4	-11.9	5.4	8.0	13.9	3.5
Cc1noc(C)c1C(=O)Nc1c(F)cc(F)cc1Br	2.3	-9.7	93.0	-10.0	-5.6	-0.4	-6.0	31.8	0.1
Cc1cccc(-c2nc3ccccc3c(=O)n2NC(=S)N(C)C)c1	1.3	19.6	109.0	-16.7	4.7	-0.6	13.0	17.4	0.2
COc1ccccc1NC(=O)COc1ccc(C(F)(F)F)cc1[N+](=O)[O-]	0.6	-3.8	109.0	-11.9	-1.7	0.5	6.0	nt	0.0
C=CCOC(=O)C1=C[C@@H](c2ccc(Br)cc2)C[C@@H](OCCCCO)O1	-3.0	nt	83.0	nt	-2.7	-0.5	-5.0	nt	-1.3
CCOc1ccc(-n2nc(C(=O)NCCOC)c3ccccc3c2=O)cc1	-10.3	-3.3	98.0	0.4	2.8	-1.3	3.0	14.9	-1.4
CCOc1ccc(S(=O)(=O)Nc2nc3ccccc3nc2-n2ccc(=NC(=O)c3ccccc3C)cc2)cc1	-5.7	7.7	97.0	22.9*	3.7	1.2	-2.0	2.3	3.8
CC(=O)NC1(c2cccc(F)c2)CCN(C(=O)Nc2ccc(C#N)cc2)CC1	-7.7	-15.4	102.0	-12.4	-1.6	0.9	3.0	-16.3	1.0
COc1ccccc1-n1nnnc1SCC(=O)N(C)C1CCS(=O)(=O)C1 (configuration not stated)	-9.5	nt	nt	nt	-3.0	0.5	nt	nt	0.7
CC1CCCN(C(=O)CNC(=O)c2ccco2)C1 (configuration not stated)	-5.0	1.2	105.0	-11.8	1.6	0.3	8.0	-2.5	0.7
O=C(CN1C(=O)CC(c2ccco2)Sc2ccccc21)Nc1ccc2c(c1)OCCO2 (configuration not stated)	1.2	9.1	101.0	-1.4	-4.0	-0.7	1.0	7.4	-0.6
COc1cc(NC2c3ccccc3C(=O)N2Cc2ccccc2)cc(OC)c1OC (configuration not stated)	-2.8	1.2	102.0	10.9	-3.7	0.3	10.0	nt	-0.6
O=C(CSc1ccc2nnc(-c3ccc(F)cc3)n2n1)N1CCOCC1	-1.3	2.7	110.0	-2.3	2.9	0.6	17.0	nt	1.0
COc1ccc2c(c1)N(C)/C(=C1/SC(=S)N(NC(C)=O)C1=O)S2	-8.7	-8.7	99.0	-9.1	-5.3	-0.6	6.0	24.0	-1.0
O=C(O)C1=C(Nc2ccccc2)OCC1=O	6.2	-5.9	97.0	-9.0	-8.4	1.6	-2.0	0.4	1.0
O=C(OCc1nnc(-c2ccccc2)o1)c1ccc2ccccc2n1	-4.6	4.2	103.0	-4.0	-1.5	1.1	2.0	-1.1	3.5
CCCSc1nc(SCC(=O)NCc2ccccc2)c2c3c(sc2n1)COC(C)(CC)C3 (configuration not stated)	-12.2	-13.2	100.0	-12.1	1.9	-0.9	-1.0	1.0	0.1
CC(C)C(C)NC(=O)CN1C(=O)NC2(CCCc3ccccc32)C1=O (configuration not stated)	-6.8	-0.1	95.0	10.3	-3.5	1.0	-6.0	19.1	0.4
COc1ccc(C(=O)NC2CCN(C(=S)Nc3ccccc3)CC2)cc1	-12.3	-4.7	102.0	-6.2	-6.7	1.7	-5.0	-6.5	1.0
Cc1ccc(S(=O)(=O)/N=C(/Nc2nc(C)cc(C)n2)N2CCOCC2)cc1	0.3	-6.9	95.0	5.5	-4.6	-0.1	-1.0	-0.6	0.4
Nc1ncnc2c1ncn2[C@@H]1O[C@H](CNCc2ccccc2OCC(=O)N2CCCCC2)[C@@H](O)[C@H]1O	0.8	nt	nt	nt	-6.0	1.1	nt	nt	1.4
N=c1c2c3c(sc2nc2n1CCCCC2)CCCCC3	-11.6	6.8	106.0	-7.5	-4.8	5.5	7.0	5.1	4.5
COC(=O)c1c(NC(=O)COC(=O)CNC(=O)c2ccco2)sc(C)c1C	-4.2	4.0	105.0	-4.3	-3.2	-0.4	7.0	19.8	-0.2
CCCOc1ccc(C(=O)NCC(C)(C)N2CCOCC2)cc1	-18.8	-2.7	97.0	-8.8	-0.9	-0.2	-2.0	-14.5	-0.5
COCCNc1nc2c(c(=O)n(Cc3ccc(OC)cc3)c(=O)n2C)n1C	-0.1	-8.3	95.0	-16.9	4.0	1.0	-2.0	11.4	-0.4
Nc1cc(C(=O)OCC(=O)NCc2ccc(F)cc2)ccc1Cl	-7.0	-0.8	107.0	-0.4	-3.9	0.5	-1.0	22.3	0.8
CCc1cccc(C)c1NC(=O)c1cc(C)oc1C	-1.3	-1.6	102.0	-4.5	nt	-0.8	6.0	5.7	-1.0
Cc1cc(NC(=O)CSc2nnc(-c3ccccc3C)n2C)no1	-0.5	nt	nt	nt	-0.5	0.4	nt	nt	-0.1

2 compounds drawn at random from the list so far:
SMILES	OXTR potentiator	M18AAP inhibitor	MEKK2wt PB1 HTS	GPR7 antag	GalR3 antagonist	OXTR ag	MEKK2mut PB1 HTS	NALP1 inh	V1aR counter
CCCSc1nc(SCC(=O)NCc2ccccc2)c2c3c(sc2n1)COC(C)(CC)C3 (configuration not stated)	-12.2	-13.2	100.0	-12.1	1.9	-0.9	-1.0	1.0	0.1
CC(C)C(C)NC(=O)CN1C(=O)NC2(CCCc3ccccc32)C1=O (configuration not stated)	-6.8	-0.1	95.0	10.3	-3.5	1.0	-6.0	19.1	0.4

(further entries)
SMILES	OXTR potentiator	M18AAP inhibitor	MEKK2wt PB1 HTS	GPR7 antag	GalR3 antagonist	OXTR ag	MEKK2mut PB1 HTS	NALP1 inh	V1aR counter
CN1CCN(C(c2cccc(C(F)(F)F)c2)c2nnnn2C(C)(C)C)CC1 (configuration not stated)	-0.5	-5.2	100.0	8.3	-4.1	1.5	-2.0	25.2	1.1
CC(Oc1ccc2ccc(=O)oc2c1)C(=O)NC(Cc1c[nH]c2ccc(O)cc12)C(=O)O (configuration not stated)	-0.6	5.5	102.0	-1.7	-4.0	0.1	3.0	-0.4	0.9
Cc1cccc(NC(=S)NCCN2CCOCC2)c1C	-2.9	0.3	115.0	-6.0	-2.3	0.3	0.0	23.7	0.1
CCOC(=O)C1=NNC2(CC(=O)N(c3cc(C)cc(C)c3)C2=O)C1 (configuration not stated)	-6.0	-6.0	89.0	-10.1	-0.9	-0.2	-29.0	nt	0.1
Cc1ccc(S(=O)(=O)Nc2ccccc2)cc1C(=O)N1CCCC1	-4.4	-0.5	102.0	-1.1	-1.6	-0.5	-1.0	-0.2	-0.3
CN(CC(=O)NC1CC1)S(=O)(=O)c1ccc(Br)cc1	0.2	9.9	98.0	-14.3	5.0	-0.1	-5.0	3.8	1.6
COc1ccc(-n2c(SCC(=O)NCC3CCCO3)nc3n[nH]c(C)c3c2=N)cc1 (configuration not stated)	-6.8	4.1	106.0	-11.2	2.3	-1.9	8.0	-20.3	-0.7
CCOC(=O)C(C)(C)N(Cc1ccc(Cl)cc1)S(=O)(=O)c1ccc(Cl)c([N+](=O)[O-])c1	-6.4	-9.2	107.0	7.3	nt	-0.2	-2.0	35.2	-0.5
FC(F)Oc1ccc(NC(=S)NC2CCSc3ccccc32)cc1 (configuration not stated)	nt	-3.3	104.0	19.7	-1.6	nt	-2.0	19.6	nt
Cn1c2ccccc2c2cc(/C=N/NC(=O)c3ccc(N)cc3)ccc21	-2.6	0.2	99.0	4.3	-0.4	0.2	6.0	5.0	-0.2
Cc1ccc(-c2nnn(CCC(=O)N3CCCCC3C)n2)cc1 (configuration not stated)	-7.5	-2.2	108.0	3.2	-0.5	1.3	5.0	-1.8	1.3
CCCC(CCC(=O)Nc1ccc(S(N)(=O)=O)cc1)C(=O)O (configuration not stated)	-10.3	-16.1	116.0	2.1	6.6	0.6	5.0	18.2	-0.6
O=C(c1cccc(-c2nnc(-c3ccccc3)o2)c1)N1CCCCCC1	-8.9	6.2	96.0	11.4	-4.3	1.3	-9.0	8.3	1.9
CC(C)CCNC(=O)NC(=O)COc1ncnc2sccc12	-0.5	-3.9	97.0	-2.0	-1.3	1.0	2.0	-16.9	1.0
CCCc1cc(C(=O)Nc2nccs2)cs1	-0.2	-0.5	86.0	-7.5	-9.2	-1.9	-9.0	4.2	-1.5
CC(c1ccccn1)N(CCN(C)C)C(=S)Nc1ccccc1F (configuration not stated)	-0.3	-14.5	87.0	14.7	-3.7	0.8	-12.0	3.6	-0.4
CCOc1ccc(CN2C(=O)CCC2(C)C(=O)NCc2cccnc2)cc1 (configuration not stated)	-10.7	1.8	109.0	1.6	4.3	-1.0	11.0	29.2	0.9
C=CCn1c(SCC(N)=O)nnc1-c1cc(Br)ccc1O	-0.8	-3.3	100.0	-18.4	3.9	0.7	-3.0	7.4	-0.5
CCCC12CN3CC(CCC)(CN(C1)C3c1ccco1)C2=O (configuration not stated)	-17.6	-2.1	98.0	7.7	-7.4	-1.0	-2.0	8.3	0.7
N#Cc1c(NC(=O)CSc2nnc(-c3ccccc3)o2)sc2c1CCCC2	-8.1	-10.0	103.0	-0.9	nt	-0.3	8.0	33.3	-0.5
Cc1ccc(-c2n[nH]c(=S)n2/N=C/c2ccncc2)cc1	2.8	13.5	96.0	-17.0	-7.2	-0.4	-1.0	16.4	0.1
COc1ccc(NC(=O)CN2C(=O)C(C)SC(C)C2=O)c(OC)c1 (configuration not stated)	-6.3	-0.5	105.0	-3.7	-3.5	-0.8	15.0	14.4	0.5
CCc1ccc(/C=C2/Sc3ccccc3N(CC(=O)NCCCN3CCOCC3)C2=O)cc1	-12.1	-10.1	134.0	24.6*	0.9	4.1	7.0	17.8	1.4
Cc1ccc(C2=NNC(=Nc3ccc(F)cc3)SC2)cc1	nt	-17.7	82.0	8.1	-3.0	nt	-9.0	2.4	nt
Cc1nc(-c2ccc([N+](=O)[O-])cc2)nc2[nH]ccc(=O)c12	nt	4.5	103.0	-11.7	-8.0	nt	1.0	12.5	nt
O=C(Nc1cccc(O)c1)c1cccc(C(=O)Nc2cccc(O)c2)c1	-2.5	-0.3	104.0	-5.3	-3.1	0.0	0.0	11.1	0.0
COc1ccc(NC(=O)COC(=O)c2cc(C)oc2C)c([N+](=O)[O-])c1	-1.2	nt	nt	nt	-6.3	-1.8	nt	nt	-1.0
